Screens (PubChem)
D3 ag – qHTS of D3 Dopamine Receptor Agonist: qHTS | max activation, % | AID 652048, 2013 | hit rate 0.58% among 410,000 | D3R DiscoveRx beta-arrestin cells, luminescence, 90 min; in the data active = max activation above about 30%; note: 0% is about no effect; mostly tested at two doses, the higher about 12 µM
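Agonist mode: compounds and dopamine controls were applied to plated cells for 90 min at 37 degrees C after an overnight attachment at 1500 cells/well. Luminescent read-out followed 30 - 60 minutes at room temperature with DiscoveRx detection reagent.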
GLP-1R agonist – qHTS of GLP-1 Receptor Agonists; Glucagon-like peptide 1 receptor (Homo sapiens), P43220; HEK293 GLP-1R CRE-luciferase, luminescence, 4-6 h; cells express a hypersensitive GLP-1R form; Potency, µM (top dose mostly 45.6 µM), for the others: top-dose activation, most hits filed as activators; hit rate 0.007% among 380,000; AID 624172, 2012; note: potency is the fitted concentration of half-maximal effect; % of control where 0% means no effect
TDP43 rescue – qHTS of TDP-43 Inhibitors. TDP-43 expressing yeast growth rescue, BacTiter-Glo, 24 h. Potency, µM (titrated, usually from 46.1 µM), for inactives: top-dose growth rescue (activation), most hits filed as activators. hit rate 1.8% among 410,000; note: potency is the fitted concentration of half-maximal effect; % of control where 0% means no effect; nearly all actives have a fitted effect of over 50% in size
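Readout is BacTiter-Glo luminescence of cell growth, so inhibitors register as activators. TDP-43-expressing yeast at OD600=0.02 in galactose medium, after raffinose pregrowth to mid-log, were incubated with compound for 24 hr at 30 deg C.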
PTHR1 ag – qHTS for PTHR1 Agonists: Primary Screen | Potency, µM (titrated, usually from 115 µM), for the others: top-dose activation, hits mostly activators | HEK293 GP2 PTHR1 cells, GloSensor cAMP luminescence, 1 h | hit rate 0.075% among 410,000 | Parathyroid hormone/parathyroid hormone-related peptide receptor (Homo sapiens), Q03431; note: potency is the fitted concentration of half-maximal effect; nearly all actives have a fitted effect of over 55% in size; some results filed as inactive show a strong effect at the top dose; inactives centre near -15; many of its hits are not listed in these tables
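HEK-293-derived GP2 cells expressing PTHR1 and a GloSensor cAMP reporter, 3,000/well, plated overnight, given luciferin plus IBMX (each 0.5 mM as added) for 1 h at 37 °C, then compound for 1 h at 37 °C. Luminescence was read after 15 min at room temperature.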
KB-V1 cytotox – qHTS assay for MDR1-selective chemotherapeutics: Primary screen using the drug-selected MDR subline cells KB-V1; KB-V1 MDR cells viability, CellTiter-Glo, 72 h; Potency, µM (titrated, usually from 46.1 µM), inactives show top-dose activity change, negative = cytotoxicity, actives largely listed as cytotoxic; hit rate 3.4% among 400,000; note: potency is the fitted concentration of half-maximal effect; % is set by controls: 0 for no effect and ±100 for the full control effect; nearly all actives have a fitted effect of over 60% in size
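Cytotoxicity via CellTiter-Glo luminescence after 72 h compound exposure at 37 degrees C. Cells: drug-selected KB-V1 line, DMEM phenol-red free plus 10% FBS. Compounds tested at multiple concentrations; normalized data fitted to concentration-effect curves.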
D3 antag – qHTS of D3 Dopamine Receptor Antagonist: qHTS. D(3) dopamine receptor (Homo sapiens), P35462. D3R cells, DiscoveRx beta-arrestin luminescence, antagonist mode; active compounds read low. max response, negative = inhibition, %. hit rate 2.5% among 360,000; in the data active = max response below about -50%; inconclusive = no clear call, values can overlap the other calls; note: % is set by controls: 0 for no effect and ±100 for the full control effect; mostly tested at two doses, the higher about 12 µM
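Cells plated overnight at 1500 cells/well, then exposed to library compounds with dopamine controls for 90 minutes at 37 degrees C. DiscoveRx reagent added for 30–60 minutes at room temperature; luminescence read, quantitative HTS format.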
GLP1R cytotox – qHTS of GLP-1 Receptor Inverse Agonists: Cytotox Screen. hit rate 0.13% among 410,000. Potency, µM (top dose mostly 38.3 µM), for inactives: at the highest dose activity change, negative = inhibition, usual class: inhibitors. HEK293 cAMP-luciferase reporter cells, luminescence, 24 h;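 note: loss of luciferase light is scored as toxicity; potency is the fitted concentration of half-maximal effect; % is set by controls: 0 for no effect and ±100 for the full control effect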
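Step one: seed cells (200 cells/uL, DMEM with 10% Nu serum, 1% pen-strep). Step two: 12-hour incubation at 37 deg C. Step three: pin 23 nL compound, incubate 24 hr. Step four: add luciferase reagent, read luminescence 12 min later.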
aSyn rescue – qHTS of alpha-syn Inhibitors | Potency, µM (highest dose often 46.1 µM), for inactives: at the top dose growth rescue (activation), usual class: activators | hit rate 0.14% among 370,000 | Yeast expressing alpha-synuclein, growth rescue, BacTiter-Glo, 24 h | AID 652106, 2013; note: potency is the fitted concentration of half-maximal effect; % of control where 0% means no effect; nearly all actives have a fitted effect of over 65% in size
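Galactose-induced alpha-syn yeast (OD600=0.02, raffinose-pregrown) + pinned cpd, 24 hr, 30 deg C; growth by BacTiter-Glo luminescence. Growth restoration scores as activation.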
GLP-1R inv ag – qHTS of GLP-1 Receptor Inverse Agonists (Inhibition Mode) | HEK293 GLP-1R CRE-luciferase, luminescence, 24 h; GLP-1R form is constitutively active | Potency, µM (series often up to 38.3 µM), without a hit: at the top dose activity change, negative = inhibition, hits mostly inhibitors | hit rate 1.6% among 410,000 | AID 624417, 2012; note: potency is the fitted concentration of half-maximal effect; % is set by controls: 0 for no effect and ±100 for the full control effect; nearly all actives have a fitted effect of over 55% in size
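Seeding at 200 cells/uL, 12 h culture, 24 hr compound treatment, then luciferase reagent and a luminescence read; cells are HEK293 stably expressing a constitutively active GLP-1R plus cAMP-responsive luciferase.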
The depositor's hits bear a star; i = inactive; ? = inconclusive; / = not tested or not shown; [ ] = dose if it differs, or a comment. Unless noted, calls come from the whole dose curve; as a rule, active = well fitted curve in the direction sought with a large enough effect; inconclusive = small, poorly fitted or top-dose-only effect, or another doubt; inactive = no such curve, though single readings can be large; an effect the other way counts as inactive or inconclusive. An excerpt (hit frequency here may not be typical).

SMILES | D3 ag | GLP-1R agonist | TDP43 rescue | PTHR1 ag | KB-V1 cytotox | D3 antag | GLP1R cytotox | aSyn rescue | GLP-1R inv ag
COCCNC(=S)NC1CC2CCCC(C1)N2Cc1cccs1 (stereo not drawn) | -38.5 | 1.1% | -4.3% | -1.3%[57.5 µM] | -4.9% | ? | 1.7% | -6.9% | -2.7%
Cn1c(=O)c2cc(S(=O)(=O)NCCC(=O)NCc3ccccc3Cl)ccc2n(C)c1=O | -14.6 | -0.9% | -17.6% | i | 2.9% | 12.8 | 7.6% | -3.6% | 3.1%
O=C(NCCN1CCC(n2c(=O)[nH]c3ccccc32)CC1)c1ccc(F)cc1Cl | -16.5 | 0.5% | 12.0% | -45.1% | ? | -76.6* | 0.5% | 0.1% | 18.5%
O=C(Cc1ccc(NC(=O)C2CCCN(C(=O)C3CC3)C2)cc1)Nc1cccc(C(=O)N2CCCC2)c1 (stereo not drawn) | 2.1 | -4.3% | 11.8% | i | -0.2% | 15.7 | -9.1% | -2.6% | 17.0%
[O-]/C(=C(\C(=S)Nc1cccc2ccccc12)[n+]1ccccc1)c1ccc(OC(F)F)cc1 | -3.2 | 3.7% | 6.4% | -17.9% | -4.0% | -7.0 | 14.3% | 0.0% | ?
Cc1ccc(Nc2ncnc3c2cnn3C)c(C)c1 | -0.7 | 23.3% | 13.5% | -22.9% | 12.3% | -6.6 | -1.3% | 7.9% | 50.6%[activator]
O=C(/C=C/[C@H]1O[C@@H](n2cnc3c(NC(=O)c4ccccc4)ncnc32)[C@H](O)[C@@H]1O)N[C@@H](CO)Cc1c[nH]c2ccccc12 | 7.8 | -4.2% | 22.2% | -14.5% | 0.0% | 9.0 | 0.8% | 0.7% | 7.7%
Cc1cc(=O)oc2cc(OCc3ccccc3)ccc12 | 1.6 | 2.8% | 0.3% | -5.0% | 0.0% | 20.5 | -0.7% | -0.3% | -4.4%
CN(N)C(=S)NCc1ccccc1 | -0.4 | 0.6% | -2.4% | i | -7.0% | -11.8 | -2.4% | -9.0% | 2.9%
CCN(CC)S(=O)(=O)c1ccc2c(c1)N(CC(=O)N1CCN(c3ccc(F)cc3)CC1)C(=O)CO2 | -15.4 | / | 7.9% | i | / | / | -17.2% | / | -7.4%
CC1CC(C)(C)CC2(C1)NC(=O)N(CC(=O)N1CCN(S(=O)(=O)c3ccc(F)c(F)c3F)CC1)C2=O (stereo not drawn) | -4.4 | -2.3% | 18.7% | -33.1% | -10.1% | 10.1 | 2.3% | ? | ?
CCN(CC)CCCNC(=O)/C=C/C(=O)O | -16.4 | 0.4% | -3.1% | 17.9% | 17.1% | -10.0 | 20.6% | -1.9% | 4.2%
COc1nc(OC)nc(N2CCC(C(=O)NCC3CCCCC3)CC2)n1 | 24.6 | -6.2% | -10.5% | -5.1%[57.5 µM] | 18.4µM* | -8.8 | 9.3% | 0.1% | 21.0%
CCN(Cc1ccccc1)C(=O)COC(=O)c1cc(S(=O)(=O)Nc2c(C)n(C)n(-c3ccccc3)c2=O)ccc1C | 12.5 | 6.4% | -23.5%[0.397 µM] | -1.4% | -22.4% | -0.2 | -12.9% | -1.2% | 9.5%
CC(=O)Nc1ccc(NC(=O)C2CCCN(c3nnc(-n4cccc4)s3)C2)cc1 (stereo not drawn) | -9.7 | 1.9% | 0.0% | i | -7.8% | 0.0 | -15.1% | -17.2% | 0.3%

Compound profiles (already shown). Screens in order: D3 ag	GLP-1R agonist	TDP43 rescue	PTHR1 ag	KB-V1 cytotox	D3 antag	GLP1R cytotox	aSyn rescue	GLP-1R inv ag
Profile of [O-]/C(=C(\C(=S)Nc1cccc2ccccc12)[n+]1ccccc1)c1ccc(OC(F)F)cc1 = -3.2	3.7%	6.4%	-17.9%	-4.0%	-7.0	14.3%	0.0%	?
Profile of Cc1cc(=O)oc2cc(OCc3ccccc3)ccc12 = 1.6	2.8%	0.3%	-5.0%	0.0%	20.5	-0.7%	-0.3%	-4.4%

Additional records follow.
SMILES | D3 ag | GLP-1R agonist | TDP43 rescue | PTHR1 ag | KB-V1 cytotox | D3 antag | GLP1R cytotox | aSyn rescue | GLP-1R inv ag
CC(C)Cc1ccc(CN2CCCC(NC(=O)CCN3CCOCC3)C2)cc1 (stereo not drawn) | -5.0 | -3.4% | 19.0% | -66.4%[inhibitor] | 5.4% | 11.9 | -1.8% | 7.0% | ?
C#CCOCCOCCOCCNc1nc(N2CCN(C(=O)[C@H](CCC(=O)O)n3cc([C@@H](N)[C@H](C)CC)nn3)CC2)nc(N2CCN(C(=O)[C@H](CCC(=O)O)n3cc([C@@H](N)CCSC)nn3)CC2)n1 | -9.9 | 1.1% | -20.0% | 14.5% | 6.9% | -15.6 | -7.5% | -0.9% | -1.0%
COC(=O)N/N=C/c1cn(Cc2c(Cl)cccc2Cl)c2ccccc12 | 6.0 | 0.1% | 0.0% | -22.2% | 16.4µM* | 6.3 | -10.8% | 20.2% | ?
Cc1ccc(C)c(OCC(=O)Nc2ccc3c(c2)OCO3)c1C | 0.0 | 6.6% | ? | -12.1%[57.5 µM] | ? | 17.5 | ? | 19.0% | 7.94µM*
COc1ccc(Cn2c(CCC(=O)NCc3cccc(Cl)c3)nc3cccnc32)cc1 | -11.3 | / | -5.9% | -12.6% | -34.9% | / | 3.3% | / | -13.4%
CCOC(=O)c1c(C)[nH]c(C)c1S(=O)(=O)N1CCC(C(=O)N2CCN(c3cc(C)ccc3C)CC2)CC1 | -1.2 | / | 5.7% | i | -25.4% | / | -20.4% | / | ?
C/C(=N\NC(=O)C(=O)Nc1c(C)n(C)n(-c2ccccc2)c1=O)c1ccncc1 | 6.5 | -0.1% | 14.9% | i | 14.6% | 3.7 | -11.7% | 7.3% | 3.5%
CCOc1nc(Nc2ccc(OC)cc2OC)nc(OCC)n1 | -4.3 | 22.9% | 4.3% | -3.4% | 10.4% | -3.1 | -11.7% | -2.4% | 3.9%
Cc1ccc2c(c1)CO[C@@]21O[C@H](CCO)C[C@H](O)[C@H]1O | 1.3 | 6.9% | 11.1% | -24.0% | 18.1% | ? | -4.0% | 0.6% | 7.8%
CN(CCNC(=O)CN1CCN(Cc2ccccc2Cl)C1=O)Cc1ccccc1 | -16.0 | -1.1% | 0.5% | -5.2%[57.5 µM] | -23.2% | ? | -26.2% | -6.0% | ?
CCOCCOc1nc2c(c(=O)n(C)c(=O)n2C)n1Cc1ccc(C)cc1 | 0.8 | 11.1% | 4.9% | i | -16.1% | 42.3 | 14.4% | 3.1% | 21.4%
CCC(C(=O)Nc1c2c(nn1C(C)(C)C)CS(=O)(=O)C2)c1ccccc1 (stereo not drawn) | -0.2 | 18.1% | 23.3% | i | 10.0% | -26.6 | -2.3% | 3.5% | 18.3%
COc1ccc2c(c1OC)C(=O)N1N=C(c3ccc(-c4ccccc4)cc3)CC21 (stereo not drawn) | -7.8 | 0.2% | -7.6% | -15.6% | -26.5% | -29.7 | -9.3% | -0.4% | -1.2%
Cc1ccc(S(=O)(=O)N2CCC(C(=O)N[C@@H](C)C(=O)NCCc3ccccc3)CC2)cc1 | 0.3 | -7.1% | 1.3% | -24.1%[57.5 µM] | -23.5% | -12.3 | 2.2% | 4.0% | 1.9%
CCOc1ccc(S(=O)(=O)Nc2cccc(N(C)S(C)(=O)=O)c2)cc1 | 4.6 | 0.9% | 8.5% | -14.7% | -9.4% | 48.1 | -0.5% | -7.3% | 1.4%
O=C1c2ccccc2C(=O)N1CC1c2ccccc2CCN1C(=O)C1CCCCC1 (stereo not drawn) | -3.7 | -7.0% | -9.5% | i | -3.3% | -3.8 | 3.0% | 12.2% | 1.8%
COc1cc(OC)c(OC)cc1CNc1cc(C)ccc1OC | -15.1 | 0.0% | -27.0% | i | -4.4% | 24.9 | -1.9% | 10.7% | 0.0%
CNC(=O)COC(=O)CCC(=O)c1cccs1 | 1.7 | 1.3% | 22.2% | -17.0% | 17.4% | -7.4 | 0.9% | -0.6% | 2.8%
CCCCCCCCN1N=N[C@H]2[C@H]1[C@@H]1C[C@H]2N(C(=O)OC(C)(C)C)O1 | -26.6 | -5.3% | 6.2% | -30.8% | 0.0% | 0.0 | 1.8% | -0.5% | ?
CC(C)OCCCn1c(=O)c2ccccc2n2c(-c3ccc(F)c(F)c3)nnc12 | -8.9 | / | 15.4% | i | -16.6% | / | 2.6% | / | 5.7%
COc1cccc(CNc2nc(NCC3CC3)nc3ccsc23)c1OC | -19.6 | 11.2% | 17.4% | -16.9% | ? | ? | ? | -17.2% | ?
CCCNC(=O)C(Cc1cccc(C#N)c1)NC(=O)c1cccc([N+](=O)[O-])c1 (stereo not drawn) | 1.2 | -5.1% | 9.0% | -18.7% | -4.0% | -2.2 | 6.0% | 1.4% | 17.1%
Cc1ccc(C)c(S(=O)(=O)N2CCCOC2CNC(=O)C(=O)NCc2cccs2)c1 (stereo not drawn) | 5.0 | -4.6% | 8.1% | -16.7% | ? | 14.4 | -17.9% | 0.0% | ?
Cc1ccc(S(=O)(=O)N2[C@@H](c3ccc(C(C)(C)C)cc3)C(C(=O)O)=CC[C@H]2c2cccc(Cl)c2)cc1 | -3.3 | -1.7% | -17.5% | -43.5%[inhibitor] | 3.6% | 0.0 | -16.3% | -28.4% | ?
Oc1ccccc1-c1nnc2n1CCCCC2 | 9.1 | -1.1% | 9.9% | i | 3.5% | 12.2 | -0.7% | 3.7% | -4.3%
Cc1cccc(C2CC(c3ccccc3)=NN2c2ccc(S(N)(=O)=O)cc2)c1 (stereo not drawn) | 2.8 | -0.8% | ? | -5.9% | -3.6% | 6.3 | 44.8%[activator] | ? | ?
